Screening results from PubChem BioAssay.
RXFP1 ag = agonists of human relaxin receptor RXFP1; Q9HBX9; HEK293T-RXFP1 cAMP TR-FRET, 30 min; response scale: percent of porcine relaxin response, buffer zero; Potency, µM (titrated, usually from 57.5 µM), for the others: top-dose activation, hits mostly activators; actives 0.3% (n = 370,000); AID 2676; note: potency is the fitted concentration of half-maximal effect; % is set by controls: 0 for no effect and ±100 for the full control effect; nearly all actives have a fitted effect of over 60% in size; many of its hits are not listed in these tables
Target sequence (Q9HBX9 whole entry, looked up): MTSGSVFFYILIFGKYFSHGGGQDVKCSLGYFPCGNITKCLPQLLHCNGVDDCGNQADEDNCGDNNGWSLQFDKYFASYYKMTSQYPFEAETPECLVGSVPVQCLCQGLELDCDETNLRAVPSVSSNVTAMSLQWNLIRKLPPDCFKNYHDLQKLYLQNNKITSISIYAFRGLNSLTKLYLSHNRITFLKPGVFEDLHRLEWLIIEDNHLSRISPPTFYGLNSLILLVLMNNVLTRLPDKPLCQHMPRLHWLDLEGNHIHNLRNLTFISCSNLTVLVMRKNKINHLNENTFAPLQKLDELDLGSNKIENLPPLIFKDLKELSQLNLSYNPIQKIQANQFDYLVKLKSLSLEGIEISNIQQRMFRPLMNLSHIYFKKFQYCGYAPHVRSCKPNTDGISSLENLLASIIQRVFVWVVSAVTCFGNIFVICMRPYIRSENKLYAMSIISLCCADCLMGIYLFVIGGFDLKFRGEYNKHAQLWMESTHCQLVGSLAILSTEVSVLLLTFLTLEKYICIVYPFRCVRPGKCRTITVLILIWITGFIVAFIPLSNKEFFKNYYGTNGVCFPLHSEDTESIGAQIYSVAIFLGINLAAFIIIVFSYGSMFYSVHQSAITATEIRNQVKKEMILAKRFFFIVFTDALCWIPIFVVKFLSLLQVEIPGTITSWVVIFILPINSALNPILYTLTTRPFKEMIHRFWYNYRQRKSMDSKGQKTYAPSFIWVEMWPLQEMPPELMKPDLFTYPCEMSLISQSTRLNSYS
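Agonist response is measured as cAMP accumulation in an RXFP1-transfected HEK293T line under PDE4 inhibition. Values are scaled between buffer-only and 29 nM porcine relaxin, and EC50s come from standard Hill equation fits.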
Vif-APOBEC3G blk = Vif-A3G binding inhibition. HeLa A3G-eYFP + Vif (tagged APOBEC3G with the HIV-1 protein that degrades it), YFP fluorescence, overnight. Potency, µM (titrated, usually from 46.1 µM), for the others: at the highest dose activity, negative = active, hits mostly inhibitors. actives 0.076% (n = 410,000). AID 602310;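 note: potency is the fitted concentration of half-maximal effect; % is set by controls: 0 for no effect and ±100 for the full control effect; nearly all actives have a fitted effect of over 60% in size; hits raise eYFP signal because A3G escapes Vif-driven loss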
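HeLa cells stably expressing Vif and C-terminally eYFP-tagged A3G, seeded overnight at 37 deg C, then exposed to compound by pintool overnight at 37 deg C. Rise in yellow fluorescence (Ex 488/Em 500-530, Acumen) marks blocked Vif-driven A3G degradation.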
LDHA inh = inhibitors of human lactate dehydrogenase A; purified LDHA, NADH/diaphorase-resazurin fluorescence; active compounds read low; activity change, % (values are at about 110 or 230 µM); actives 0.15% (n = 480,000); in the data active = activity change below about -30%; inconclusive = mostly about -25% to -30%;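 note: plate controls were DMSO wells for no effect and wells without enzyme for full effect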
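Resorufin fluorescence (ex540/em590), read at 0 and 20 min after diaphorase/resazurin addition, reports the NADH left after a 5 min room-temperature reaction of 2 nM human LDH5 with 0.06 mM NADH and 0.2 mM pyruvate.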
D1 ag = agonists of human D1 dopamine receptor | HEK293 T-REx D1 cells, calcium flux, agonist mode | activation, % at 2 µM | actives 1% (n = 360,000); in the data active = activation above about 30%; note: 0% is about no effect
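Tetracycline-induced HEK293 TREx D1 cells, force-coupled to calcium signalling, were dye-loaded with a no-wash calcium kit. Compound was pin-added after a 10 s baseline. Fluorescence was read kinetically at 1 cycle/s for 180 s, with calcium rises flagged as agonism.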
D1 potentiator = enhances dopamine response at the human D1 receptor. P21728. HEK293 TREx D1 cells, calcium flux, dopamine EC20 potentiation. potentiation, % at 10 µM. actives 0.036% (n = 360,000); in the data active = potentiation above about 30%; note: 0% is about no effect
D1 antagonist = human D1 dopamine receptor antagonism. P21728. HEK293 TREx D1 cells, calcium flux, dopamine EC80; active compounds read low. actives 3.2% (n = 360,000). AID 504652. activity change, negative = inhibition, % at 10 µM; in the data active = activity change below about -30%; note: % is set by controls: 0 for no effect and ±100 for the full control effect
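Kinetic fluorescence of a calcium dye serves as the read-out. D1-expressing Hek293 Trex cells, induced overnight at 30 C, are exposed to compound for 180 s before an EC80 dopamine addition, then read 180 s further.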
D2 PAM = D2 dopamine receptor (human) potentiation. P14416. HEK293 T-REx D2, calcium flux, EC20 dopamine potentiation. potentiation, % at 10 µM. actives 0.34% (n = 340,000). AID 485347;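 active = potentiation over 3 SD above the plate norm, cut at about 30% in these data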; note: 0% is about no effect
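Using a no-wash calcium dye in inducible, force-coupled HEK293 Trex cells expressing D2, we tracked fluorescence each second for 180 s after compound, then for 180 s after EC20 dopamine to detect augmented signalling.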
GRP78 ERSR act = inducers of ER stress response in human glioma cells; actives 0.02% (n = 420,000); U87-MG GRP78 promoter luciferase reporter, 16 h; Potency, µM, for inactives: at the highest dose activation, actives largely listed as activators; note: potency is the fitted concentration of half-maximal effect; series mostly up to about 76 µM; % of control where 0% means no effect; nearly all actives have a fitted effect of over 35% in size
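ERSR induction read as luciferase luminescence (Bright-Glo, 10 min at room temperature) in stably transfected human U87-MG glioma cells exposed to compounds for 16 h, using GRP78 as sensor.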
Vif-APOBEC3F blk = blocks the Vif interaction with APOBEC3F; HeLa A3F-eYFP + Vif (tagged APOBEC3F with the HIV-1 protein that degrades it), YFP fluorescence increase; Potency, µM (top dose mostly 46.1 µM), without a hit: top-dose activity, negative = active; actives 0.2% (n = 390,000); AID 602313; note: potency is the fitted concentration of half-maximal effect; % of control where 0% means no effect; nearly all actives have a fitted effect of over 65% in size
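Fluorescence increase (Ex 488/Em 500-530) after overnight compound treatment at 37 deg C flags inhibition of Vif-driven A3F-eYFP loss in stable HeLa A3F-eYFP/Vif cells seeded overnight beforehand.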
Starred values were filed as active, the others as inactive; ? = inconclusive; · = no result given; & = joins results of further samples. Unless noted, calls come from the whole dose curve; as a rule, active = well fitted curve in the direction sought with a large enough effect; inconclusive = small, poorly fitted or top-dose-only effect, or another doubt; inactive = no such curve, though single readings can be large; an effect the other way counts as inactive or inconclusive. Some of the compounds tested. The share of hits here may be higher or lower than overall.

#1 COc1ccccc1C(=O)Nc1c(C(=O)N2CCN(c3ccccc3F)CC2)oc2ccccc12
#2 Cn1c(=O)c2[nH]c(CCCC(=O)O)nc2n(Cc2ccccc2)c1=S
#3 O=C1NC(=O)C2(COC(c3cccnc3)OC2)S1 (configuration not stated)
#4 COc1ccc(Cn2c(C3CC3)nc3ccc(NC(=O)C4CC4)cc3c2=O)cc1
#5 COc1ccccc1-n1c(SCC(=O)O)nc2c(sc(=S)n2-c2ccccc2C)c1=O
#6 CC(=O)N1CCN(c2ccnc3cc(Cl)ccc23)CC1
#7 COc1cc(OC)cc(C(=O)OCC(=O)Nc2ccc3[nH]c(=O)[nH]c3c2)c1
#8 COC(=O)[C@@]1(Cc2ccccc2)[C@H]2C(=O)N(C)C(=O)[C@H]2[C@H]2CN=C(SC)N21
assay / compound	1	2	3	4	5	6	7	8
RXFP1 ag	-0.4%	·	-1.0%	2.8%	-0.2%	0.0%	1.5%	·
Vif-APOBEC3G blk	1%	0%	1%	-9%	3%	-2%	0%	1%
LDHA inh	10	-6	-3	0	-4	-13	0	-7
D1 ag	12	·	0	4	1	1	8	·
D1 potentiator	4	·	8	-1	-4	2	-5	·
D1 antagonist	13	·	-4	5	-6	0	-15	·
D2 PAM	-2	·	-2	2	1	10	4	·
GRP78 ERSR act	-3%	2%	-4%	3%	3%	3%	0%	-1%
Vif-APOBEC3F blk	5%	-1%	4%	-6%	8%	13%	-15%	3%

#9 COc1cc(NC(=O)c2cc(S(=O)(=O)N3CCCCC3)ccc2N2CCOCC2)cc(OC)c1
#10 Cc1nnsc1C(=O)NNC(=O)c1ccc(C(F)(F)F)cc1
#11 COc1ccc2[nH]c(C(=O)Nc3ccc4c(c3)OCO4)cc2c1
#12 O=C(Cn1cnc2c(nnn2Cc2ccc(F)cc2)c1=O)Nc1ccc2c(c1)OCCO2
#13 Cc1cccc(C(=O)Nc2sc3c(c2C(=O)O)CCCC3)c1
#14 O=C(NNS(=O)(=O)c1ccccc1[N+](=O)[O-])c1cc2ccccc2cc1O
#15 O=C(OCc1cc(Cl)ccc1OC(F)F)c1cc(S(=O)(=O)O)ccc1O
#16 CCOc1ccc(NC(=O)c2ccc3c(=O)n(-c4ccc(OC)cc4OC)c(=S)[nH]c3c2)cc1
assay / compound	9	10	11	12	13	14	15	16
RXFP1 ag	1.5%	0.7%	0.9%	0.3%	0.1%&1.7%	2.1%	1.9%	-0.4%
Vif-APOBEC3G blk	0%	-2%	-12%	1%	-7%&-7%	0%	·	·
LDHA inh	-3	-5	6	1	-22&-6	24	·	·
D1 ag	2	3	2	8	0&-1	3	2	19
D1 potentiator	-6	0	0	-2	2&0	-4	-1	-6
D1 antagonist	-5	0	-22	3	6&0	-15	1	0
D2 PAM	-2	-4	-12	14	-3&-10	0	8	4
GRP78 ERSR act	-4%	-6%	1%	-2%	3%&-1%	-6%	·	·
Vif-APOBEC3F blk	5%	-5%	0%	4%	-3%&-23%	-3%	·	·

The last 3 compounds of the section above open the next one:
#14 O=C(NNS(=O)(=O)c1ccccc1[N+](=O)[O-])c1cc2ccccc2cc1O
#15 O=C(OCc1cc(Cl)ccc1OC(F)F)c1cc(S(=O)(=O)O)ccc1O
#16 CCOc1ccc(NC(=O)c2ccc3c(=O)n(-c4ccc(OC)cc4OC)c(=S)[nH]c3c2)cc1
#17 CCC(=O)N1CCc2cc(S(=O)(=O)NC(C(=O)Nc3cccc(C)n3)C(C)C)ccc21 (configuration not stated)
#18 CCCS(=O)(=O)c1c(S(=O)(=O)CCC)c2cc(CC)ccn2c1C(=O)c1ccc(Cl)cc1
#19 COc1ccc(N2CCN(CC(O)COC(c3ccc(F)cc3)c3ccc(F)cc3)CC2)cc1 (configuration not stated)
#20 CCOC(=O)c1cccc(Nc2ccc3cc(S(=O)(=O)N4CCCCC4)ccc3n2)c1
#21 CCN1C(=O)/C(=C2/C=CC=CN2C)SC1=S
#22 O=C(CCCn1nnc2ccccc2c1=O)N[C@H](C(=O)O)c1ccccc1
#23 COc1ccc2nc(SCC(=O)c3c(N)n(C4CC4)c(=O)[nH]c3=O)[nH]c2c1
#24 COc1cccc(C2=NS(=O)(=O)N(C)C(C(=O)Nc3ccccc3SC)=C2)c1
assay / compound	14	15	16	17	18	19	20	21	22	23	24
RXFP1 ag	2.1%	1.9%	-0.4%	0.6%	?	0.6%	4.4%	-1.8%	5.0%	1.7%	-1.9%
Vif-APOBEC3G blk	0%	·	·	0%	-2%	-1%	-4%	2%	0%	1%	-4%
LDHA inh	24	·	·	-11	5	-8	0	4	-1	-1	-5
D1 ag	3	2	19	4	2	0	3	2	2	2	5
D1 potentiator	-4	-1	-6	-6	4	3	-2	-1	-2	1	-1
D1 antagonist	-15	1	0	13	13	4	-14	-33*	1	7	4
D2 PAM	0	8	4	5	14	-11	5	-4	-1	·	7
GRP78 ERSR act	-6%	·	·	-3%	-4%	-8%	-2%	-3%	2%	-3%	0%
Vif-APOBEC3F blk	-3%	·	·	-11%	5%	0%	-6%	4%	2%	5%	-1%

A draw from above in order of number of heavy atoms, highest first:
#16 CCOc1ccc(NC(=O)c2ccc3c(=O)n(-c4ccc(OC)cc4OC)c(=S)[nH]c3c2)cc1
#5 COc1ccccc1-n1c(SCC(=O)O)nc2c(sc(=S)n2-c2ccccc2C)c1=O
#13 Cc1cccc(C(=O)Nc2sc3c(c2C(=O)O)CCCC3)c1
assay / compound	16	5	13
RXFP1 ag	-0.4%	-0.2%	0.1%&1.7%
Vif-APOBEC3G blk	·	3%	-7%&-7%
LDHA inh	·	-4	-22&-6
D1 ag	19	1	0&-1
D1 potentiator	-6	-4	2&0
D1 antagonist	0	-6	6&0
D2 PAM	4	1	-3&-10
GRP78 ERSR act	·	3%	3%&-1%
Vif-APOBEC3F blk	·	8%	-3%&-23%

Next part:
#25 CCN(CC)C(=O)c1sc(NC(=O)c2ccncc2)c(C(=O)OC)c1C
#26 Cc1ccc(C(=O)Cn2nnc(-c3ccccc3-n3cnnn3)n2)cc1
#27 CN1CC(=O)N(CC(=O)Nc2ccc3c(c2)CCC3)C1=O
#28 CN(C)C(CNC(=O)C1CCN(S(=O)(=O)c2cccc(Cl)c2Cl)CC1)c1ccccc1 (configuration not stated)
#29 COc1ccccc1NC(=S)N1CCN(c2ccc(F)cc2)CC1
#30 COc1ccc(C(=O)CNc2ccccc2C#N)cc1
#31 CCCCNC(=O)c1nn(-c2ccc(C)cc2)c(=O)c2c1c1ccccc1n2C
#32 O=C(c1ccc(Cl)cc1)N1CCC(C(=O)N2CCN(c3ncccn3)CC2)CC1
assay / compound	25	26	27	28	29	30	31	32
RXFP1 ag	-0.3%	1.3%	3.0%	1.2%	-1.2%	2.8%	?	0.8%
Vif-APOBEC3G blk	-4%	3%	0%	-12%	0%	-3%	·	3%
LDHA inh	-3	-7	-3	1	-5	-12	-10	-4
D1 ag	0	4	0	6	-1	1	1	0
D1 potentiator	-1	-7	-8	-3	2	-1	3	-4
D1 antagonist	10	-16	0	-17	7	5	-5	-1
D2 PAM	16	0	-4	3	-14	-3	1	-6
GRP78 ERSR act	-3%	-3%	0%	7%	-4%	0%	·	-2%
Vif-APOBEC3F blk	2%	-1%	-12%	-5%	-7%	-12%	·	-7%

#33 CCCCC(c1nnnn1CC1CCCO1)N1CCN(c2nc3ccccc3s2)CC1 (configuration not stated)
#34 COc1cccc(CNC(=O)c2ccc(C3SCCS3)cc2)c1
#35 O=C(NCc1cccc(Cl)c1)c1ccc(S(=O)(=O)N2CCCCC2)cc1
#36 CC1=NN(c2ccc(N)cc2)C(=O)C1
#37 Cc1c(O)ccc2c(CN3CCOCC3)cc(=O)oc12
#38 CCN(CC)S(=O)(=O)c1ccc2c(c1)c(=O)c(C(=O)NCCc1ccccc1)cn2C
#39 CC(CC(=O)O)CC(=O)Nc1cc(C(F)(F)F)cc(C(F)(F)F)c1 (configuration not stated)
#40 COc1ccc(C(=O)NCc2nnc(SCC(=O)Nc3ccc(F)cc3)n2-c2ccccc2)cc1
assay / compound	33	34	35	36	37	38	39	40
RXFP1 ag	2.0%	0.8%	·	0.3%	9.5%	5.4%&4.1%	2.0%	0.4%
Vif-APOBEC3G blk	1%	-10%	0%	-3%	-8%	1%&3%	1%	-2%
LDHA inh	-4	0	-7	5	-2	-1&2	-2	-2
D1 ag	1	4	·	0	5	1&1	5	15
D1 potentiator	-5	-6	·	-1	2	-6&1	-4	-4
D1 antagonist	1	-20	·	0	0	-2&-1	-14	8
D2 PAM	5	2	·	18	0	1&2	2	12
GRP78 ERSR act	-4%	11%	-3%	-1%	1%	-1%&1%	-1%	-6%
Vif-APOBEC3F blk	4%	6%	-5%	-3%	-1%	1%&-2%	3%	2%

#41 CCOc1ncccc1C(=O)OCC(=O)NC1CCCCC1
#42 Oc1ccc(C[C@H]2CNCCN2CCC23CC4CC(CC(C4)C2)C3)cc1
#43 C#CCOCCOCCOCCNc1nc(N2CCN(C(=O)[C@H](CCC(=O)O)n3cc([C@@H](N)CCCCN)nn3)CC2)nc(N2CCN(C(=O)[C@H](CCC(=O)O)n3cc([C@@H](N)CCCCN)nn3)CC2)n1
#44 CCC1Oc2ccc(Cl)cc2N(CC(=O)NCCc2ccc(Cl)cc2)C1=O (configuration not stated)
assay / compound	41	42	43	44
RXFP1 ag	·	-2.0%	·	0.7%
Vif-APOBEC3G blk	-8%	-7%	1%	2%
LDHA inh	-3	-13	-4	2
D1 ag	·	24	·	6
D1 potentiator	·	1	·	1
D1 antagonist	·	1	·	-7
D2 PAM	·	-1	·	11
GRP78 ERSR act	0%	-8%	-2%	-1%
Vif-APOBEC3F blk	-1%	1%	-6%	2%
